From PubChem BioAssay
G6PDH CS: counter-screen for G6PDH assay hits: L. mesenteroides G6PDH inhibition; Purified L. mesenteroides G6PDH, diaphorase/resazurin coupled fluorescence, 45 min; inhibition, % at 5 µM; 200,000 tested, 0.12% active; AID 1020
DTT redox prof: compounds producing H2O2 with reducing agent – biochemical, NIH compound library profiling, artefact control for MLSCN library redox annotation, primary screen. DTT-dependent redox cycling H2O2, phenol red/HRP absorbance; 100% = 100 µM peroxide control, 0% = buffer. AID 878. 200,000 tested, 0.03% active. activation, % at 10 µM;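 active means activation of at least 50% relative to the plate's high and low controls in the primary single-dose screen; inactive means activation below 50%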;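 further: compound incubated with DTT at 0.8 mM final as the reducing agent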
S1P3 antagonist: S1P3 (human) receptor antagonism. CHO S1P3 NFAT-BLA reporter, FRET fluorescence, antagonist mode. inhibition, % at 4.98 µM. 170,000 tested, 0.27% active. AID 485;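 active means inhibition above the plate cutoff, the mean inhibition of test wells on that plate plus 3 SD, cut at about 28% in these data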;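 further: cells challenged with S1P at its EC80 of 0.8 µM; blue over green emission ratio from cleaved BLA substrate after 4 h stimulation; 0% = S1P-stimulated wells and 100% = unstimulated DMSO-only wells; some compounds past the cut are filed as inactive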
Target sequence (Q99500 whole entry, looked up): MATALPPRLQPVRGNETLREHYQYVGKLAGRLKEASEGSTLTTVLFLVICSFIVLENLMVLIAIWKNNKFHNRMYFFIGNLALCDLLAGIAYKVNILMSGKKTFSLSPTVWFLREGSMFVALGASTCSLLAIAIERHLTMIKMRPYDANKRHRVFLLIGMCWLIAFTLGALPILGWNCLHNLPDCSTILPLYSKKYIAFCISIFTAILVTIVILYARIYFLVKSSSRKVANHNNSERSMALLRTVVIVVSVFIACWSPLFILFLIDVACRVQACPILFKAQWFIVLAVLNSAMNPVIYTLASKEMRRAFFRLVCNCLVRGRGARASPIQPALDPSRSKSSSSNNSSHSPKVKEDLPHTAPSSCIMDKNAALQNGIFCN
Diaph inh CS: counter-screen for diaphorase-based assays: diaphorase inhibitors and chemical oxidizers. AID 1217. diaphorase resazurin-to-resorufin fluorescence, NADH, 16 min; bacterial (C. kluyveri) enzyme, not human. 190,000 tested, 0.69% active. inhibition, % at 20 µM;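 active means primary screen inhibition at 20 µM above a set limit, cut at about 50% in these data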;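 further: plate controls were DMSO with full reaction for no effect and wells lacking NADH for full effect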
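Detection: fluorescence of resorufin formed from resazurin, Ex 544/Em 590 nm; test system: Clostridium kluyveri diaphorase enzyme; amount: 0.14 U/mL diaphorase, enzyme working solution; times: 16-min room-temperature incubation before reading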
Hsp70 act: transcriptional activators of Hsp70. HeLa Hsp70 promoter luciferase reporter, luminescence; scaled: vehicle 0, proteasome-inhibitor control 100%. activation, % at 10 µM. 200,000 tested, 0.04% active. AID 1203;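 active means activation above the mean across all tested compounds plus 3 SD, cutoff set per campaign, cut at about 5.5% in these data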;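 further: 100% = MG132 at 30 µM as the positive control and 0% = DMSO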
PMI act hi M6P: increases human PMI activity with near-saturating mannose 6-phosphate. 190,000 tested, 0.34% active. P34949. activation factor at 20 µM. coupled PMI enzyme assay, resazurin fluorescence, 20 min; hits give high values; 1 = untreated enzyme, 0 = substrate-free blank;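 active means activation factor of 2 or more at 20 µM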
Target sequence (P34949 whole entry, looked up): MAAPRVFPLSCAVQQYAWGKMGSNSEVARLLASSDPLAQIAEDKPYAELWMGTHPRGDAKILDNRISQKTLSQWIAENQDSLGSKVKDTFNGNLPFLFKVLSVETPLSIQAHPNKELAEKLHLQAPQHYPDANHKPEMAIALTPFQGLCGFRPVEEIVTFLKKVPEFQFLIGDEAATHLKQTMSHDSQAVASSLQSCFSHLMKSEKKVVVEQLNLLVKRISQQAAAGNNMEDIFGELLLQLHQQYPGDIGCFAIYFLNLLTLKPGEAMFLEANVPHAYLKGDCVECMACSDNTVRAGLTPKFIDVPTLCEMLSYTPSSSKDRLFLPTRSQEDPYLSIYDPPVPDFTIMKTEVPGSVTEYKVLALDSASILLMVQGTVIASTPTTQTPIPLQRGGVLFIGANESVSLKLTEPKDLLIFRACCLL
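test system = human PMI in coupled enzyme assay | medium = HEPES-buffered pH 7.4 with magnesium and detergent | also added = 1.0 mM mannose-6-phosphate substrate with 0.22 mM NADP+ | compound = 20 µM single dose | times = 20 min incubation at room temperature | measured by = resorufin fluorescence (Ex 544/Em 590 nm) from resazurin via diaphorase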
RAM network inh: inhibitors of the yeast RAM network; S. cerevisiae dse1pr::URA3 reporter, 5-FOA growth OD615, 2 d; analog-sensitive cbk1-as2 kinase mutant strain; inhibition, % at 50 µM; 190,000 tested, 1.8% active; AID 868;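 active means inhibition above a set limit, 3 SD over mean compound inhibition, cut at about 8.4% in these data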;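 further: 0% = DMSO-only wells with no growth and 100% = 10 µM 1-NA-PP1 full growth; inhibition rescues growth on 5-FOA so higher OD means more RAM inhibition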
PMI activator: increases human mannose-6-phosphate isomerase activity; purified human PMI, coupled resazurin fluorescence, 20 min; hits give high values; 1 = vehicle control, 0 substrate-free wells; activation factor at 20 µM; P34949; 190,000 tested, 0.005% active;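 active means activation factor of 2 or more at 20 µM, relative to plate controls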
TLR4 MyD88 comp: TLR4-MyD88 interaction inhibition in cells; O00206+Q99836; HeLa CL3-4 TLR4/MyD88 BLA complementation, FRET ratio; inhibition, % at 8.4 µM; 200,000 tested, 0.18% active; in the data active means inhibition above about 25%;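 further: 0% = vehicle and 100% = reference inhibitor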
Diaph act CS: diaphorase activation or chemical reduction counter-screen. Diaphorase/resazurin coupled assay, resorufin fluorescence, 16 min; hits give high values; 1 = vehicle wells, 0 = NADH-free wells. activation factor at 20 µM. 190,000 tested, 0.005% active;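 active means diaphorase activity raised at least twofold by the compound at 20 µM; inactive means activation factor below 2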
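Test system: Clostridium kluyveri diaphorase, purified enzyme. Buffer or medium: 50 mM HEPES pH 7.4 buffer plus MgCl2 and Tween 20. Also added: 0.114 mM NADH and 0.1 mM resazurin, final amounts. Dosing: compound 20 µM once, DMSO 1%. Schedule: 16 min enzyme reaction, ambient temperature. Detection: fluorescence of resorufin, 544 nm excitation, 590 nm emission.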
L major viab: inhibitors of Leishmania major promastigote growth; inhibition, % at 10 µM; 200,000 tested, 9% active; Leishmania major promastigotes, resazurin fluorescence viability;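 further: promastigotes grown with compound for 44 hours at 28 °C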
* hit, by the source's call; . = no result given. Unless noted, no stated cut-off is given here; in the data, active means inhibition above about 50%; inactive means the rest.

cpd	Compound	TLR4 MyD88 comp	Diaph inh CS	L major viab	S1P3 antagonist	PMI act hi M6P	Hsp70 act
1	COc1ccc2c(OC)cc(-c3ccccc3)nc2c1	9	18	12	.	0.9	-0.2
2	CC1(C)CNc2cc(N)ccc2S1	-5	72*	1	-1	0.2	0.0
3	Cn1nc(OC(=O)Nc2ccc(F)cc2)cc1C(F)(F)F	7	16	5	.	1	-0.2
4	CCCCn1nnc(NC(=O)c2ccc(-c3cccc([N+](=O)[O-])c3)o2)n1	9	13	56*	-12	0.9	0.1
5	Cc1cc(C)c(NC(=O)Cn2nnc(C(=O)NCc3cccs3)c2N)c(C)c1	-4	-22	-6	.	1.1	-0.2
6	Cc1ccc(NC(=O)CN(C)CC(=O)Nc2cccc(F)c2)cc1[N+](=O)[O-]	25	23	17	30*	0.9	-0.1
7	CS(=O)(=O)N(CC(=O)N1CCN(Cc2ccccc2)CC1)Cc1ccccc1	-15	7	-5	-18	0.9	-0.2
8	Cc1ccc(CS/C(Nc2ccccc2C)=C(\C#N)C(=O)NCc2ccco2)c(C)c1	5	7	7	.	1	-0.1
9	COc1ccc(Cn2c(=O)[nH]c3cc(C(=O)NCCc4ccc(S(N)(=O)=O)cc4)ccc3c2=O)cc1	-3	-21	-11	-2	1.1	-0.3
10	COc1ccc(N=Cc2sc3ccccc3c2Cl)cc1	5	10	-3	.	1	-0.1
11	O=C(O)CCCCCN1C(=O)/C(=C\c2ccncc2)SC1=S	-15	18	42	-3	0.9	-0.1
12	S=c1[nH]nc(-c2cccnc2)n1/N=C/C=C/c1ccccc1	-3	52*	4	-12	0.9	-0.3
13	COc1ccc(C2OCC3(CO2)SC(=O)NC3=O)cc1 (stereo unspecified)	-10	4	-5	-16	1	0.0
14	COc1cccc(Nc2c3c(nc4c(-c5ccccc5)c(C)nn24)CCC3)c1	0	10	30	6	1	-0.4
15	COc1ccc(OC)c(NC(=O)COC(=O)/C=C/c2ccccc2Cl)c1	6	9	-3	-8	1	-0.5

cpd	RAM network inh	DTT redox prof	G6PDH CS	Diaph act CS	PMI activator
1	1.1	1.4	4	0.8	0.9
2	1.6	-1.8	18	0.3	0.2
3	0.5	0.1	0	0.8	1
4	3.9	0.3	6	0.9	1
5	2.7	-1.2	5	1.2	1.2
6	1.7	-0.1	-1	0.8	0.9
7	-0.3	0.1	-10	0.9	0.9
8	13*	1.7	4	0.9	0.9
9	5.6	-0.1	-1	1.2	1.1
10	0.5	-6.4	4	0.9	0.9
11	1.6	-0.6	-14	0.8	0.9
12	3.2	0.4	5	0.5	0.8
13	0.7	0.0	5	1	1
14	1.0	-0.2	-1	0.9	1
15	10*	0.9	-21	0.9	0.9

Structures above containing a nitro group on carbon:
cpd	Compound	TLR4 MyD88 comp	Diaph inh CS	L major viab	S1P3 antagonist	PMI act hi M6P	Hsp70 act
4	CCCCn1nnc(NC(=O)c2ccc(-c3cccc([N+](=O)[O-])c3)o2)n1	9	13	56*	-12	0.9	0.1
6	Cc1ccc(NC(=O)CN(C)CC(=O)Nc2cccc(F)c2)cc1[N+](=O)[O-]	25	23	17	30*	0.9	-0.1

cpd	RAM network inh	DTT redox prof	G6PDH CS	Diaph act CS	PMI activator
4	3.9	0.3	6	0.9	1
6	1.7	-0.1	-1	0.8	0.9

(next part)
cpd	Compound	TLR4 MyD88 comp	Diaph inh CS	L major viab	S1P3 antagonist	PMI act hi M6P	Hsp70 act
16	CSc1nnc(Cc2cc(=O)[nH]c(=O)[nH]2)n1-c1cccc(C)c1	6	4	-1	-7	1	-0.1
17	O=C(NCc1ccco1)C1CCN(S(=O)(=O)Cc2ccccc2)CC1	2	11	-7	.	0.9	0.3
18	Oc1c(C(c2cccs2)N2CCN(c3ccc(F)cc3)CC2)sc2ncnn12 (stereo unspecified)	1	8	17	-5	1	0.0
19	COCCSc1ccccc1C(=O)Nc1ccc2c(c1)OCCO2	2	5	-2	.	1.1	0.4
20	CCOc1ccc(N2C(=O)CC(Sc3ncccn3)C2=O)cc1 (stereo unspecified)	-6	5	2	17	1	-0.2
21	CNc1c([N+](=O)[O-])cnn1-c1cccc(Cl)n1	-4	-24	-4	-5	1.1	-0.2
22	COCCNc1nc(C)c(C(C)=O)s1	-1	-5	-2	-6	1.2	0.1
23	N#Cc1ccc(Cl)cc1NC(=O)COC(=O)[C@H](CCC(N)=O)NC(=O)c1ccc(F)cc1	6	-8	-6	2	1	-0.2
24	Nc1[nH]n2c(=O)c3c(nc2c1N=Nc1ccccc1)CCCC3	-10	18	91*	.	0.7	-0.2
25	CC1CCCN(C(=O)c2ccc(COc3ccccc3Br)cc2)C1 (stereo unspecified)	11	5	-2	.	1	0.2
26	CN1CCN(S(=O)(=O)c2ccc3c(c2)OCCO3)CC1	2	8	-5	.	1	0.0
27	O=C(Nc1cccc(Cl)c1)Nc1ccc2c(c1)OCO2	4	23	27	29	0.9	0.2
28	Cc1ccccc1-n1c(-c2cccnc2)n[nH]c1=S	7	10	-5	-33	1	-0.5
29	CCOC(=O)Cn1c2ccc(C)cc2c2nc(C)sc21	0	16	-3	6	0.7	0.1
30	O=C(COc1ccccc1Cl)N1CCCC1	-5	10	5	-2	0.9	-0.3

cpd	RAM network inh	DTT redox prof	G6PDH CS	Diaph act CS	PMI activator
16	0.3	3.7	-23	1	1
17	1.6	0.9	7	0.9	0.9
18	1.6	-0.8	9	0.9	1
19	1.1	-2.2	5	0.9	1.1
20	4.0	1.5	-3	1	1
21	0.4	-0.3	14	1.2	1.1
22	1.2	-0.2	6	1	1.3
23	1.3	-0.2	5	1.1	1.1
24	5.0	-7.1	8	0.8	0.8
25	2.8	0.3	6	1	1
26	0.7	-0.8	3	0.9	1
27	2.9	3.0	-17	0.8	0.9
28	0.1	-0.2	2	0.9	0.9
29	0.2	-1.9	5	0.8	0.9
30	0.0	2.1	3	0.9	0.9

Filtered by structure: the compounds so far containing a cyano group
cpd	Compound	TLR4 MyD88 comp	Diaph inh CS	L major viab	S1P3 antagonist	PMI act hi M6P	Hsp70 act
8	Cc1ccc(CS/C(Nc2ccccc2C)=C(\C#N)C(=O)NCc2ccco2)c(C)c1	5	7	7	.	1	-0.1
23	N#Cc1ccc(Cl)cc1NC(=O)COC(=O)[C@H](CCC(N)=O)NC(=O)c1ccc(F)cc1	6	-8	-6	2	1	-0.2

cpd	RAM network inh	DTT redox prof	G6PDH CS	Diaph act CS	PMI activator
8	13*	1.7	4	0.9	0.9
23	1.3	-0.2	5	1.1	1.1

Next compounds follow:
cpd	Compound	TLR4 MyD88 comp	Diaph inh CS	L major viab	S1P3 antagonist	PMI act hi M6P	Hsp70 act
31	CC1(C)CC(=O)C2=C(C1)N(CC1CCCO1)C(=O)C2(NC(=O)c1cccnc1)C(F)(F)F (stereo unspecified)	5	11	-7	-13	0.9	-0.3
32	CCn1c(CNc2ccc(OC)cc2)nnc1SCC(=O)c1ccc(OC)cc1	-7	7	70*	-17	1	-0.4
33	Cc1nn(C)cc1CN(C)C(=O)CC12CC3CC(CC(C3)C1)C2	-1	-4	-4	19	1	-0.3
34	CC(=O)Nc1ccc(NC(=O)COC(=O)c2c3c(nc4ccccc24)CCN(Cc2ccccc2)C3)cc1	-8	23	-1	-9	0.9	-0.5
35	O=C(COc1ccccc1)Nc1ccc(S(=O)(=O)Nc2ncccn2)cc1	2	14	-6	14	1	-0.3
36	CC1CCCCC12NC(=O)N(CC(=O)Nc1ccccc1N1CCOCC1)C2=O (stereo unspecified)	-2	13	5	-33	1	-0.2
37	COc1ccc(C(=O)Nc2ccc(N3CCCC3)cc2)cc1	-5	-16	92*	.	1.4	-0.3
38	CCOc1ccc(OCc2ccc(C(=O)O)o2)cc1	15	11	-9	-17	0.9	-0.1
39	NC(=S)NNC(=O)c1ccccc1	-14	8	-4	.	1	-0.2

cpd	RAM network inh	DTT redox prof	G6PDH CS	Diaph act CS	PMI activator
31	1.3	2.2	2	0.9	0.9
32	2.2	3.8	-16	0.9	0.9
33	0.1	0.3	2	1	1
34	-0.1	0.7	-31	0.8	0.8
35	3.7	0.1	5	0.9	1
36	0.0	-1.0	3	0.9	1
37	3.8	-0.3	7	1.2	1.3
38	-0.6	0.0	-17	0.9	0.9
39	2.0	-7.9	12	0.9	1
